A549 viability – Nrf2 qHTS screen for inhibitors: counterscreen for cytotoxicity; A549 ARE-Fluc cells, CellTiter-Fluor viability, 18-24 h; Potency, µM (doses to about 46 µM), without a hit: at the highest dose activity change, negative = cytotoxicity, most hits filed as inhibitors; 0.16% of 390,000 active; AID 504648, 2011; also: % is scaled to controls: 0 for no effect and ±100 for the full control effect
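A549 ARE-Fluc cells in 5% FBS OPTI-MEM, 5000 cells/well, rested 2 h then exposed to compounds in concentration-response for 18-24 h at 37 °C. Viability by CellTiter-Fluor fluorescence (Ex 405/Em 525) after 30 min; luciferase luminescence (BugLite, 15 min, RT) read afterwards.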
Nrf2 block – Nrf2 qHTS screen for inhibitors. A549 ARE-Fluc reporter, luciferase luminescence, 18-24 h. AID 504444, 2011. 2.1% of 360,000 active. Potency, µM (doses to about 46 µM), for the others: at the highest dose activity change, negative = inhibition, usual class: inhibitors; also: % is scaled to controls: 0 for no effect and ±100 for the full control effect; nearly all actives have a fitted effect of over 60% in size
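A549 ARE_Fluc cells, 5000/well, 5% FBS OPTI-MEM; compounds in dose-response, 18-24 h at 37 °C/5% CO2; CellTiter-Fluor viability read (Ex 405/Em 525), then BugLite luciferase luminescence = Nrf2 activity.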
TGFb SMAD3 inh – qHTS for Inhibitors of TGF-b. HepG2 CAGA-GFP TGF-b/SMAD3 reporter, GFP fluorescence, 18 h; TGF-beta stimulated, 500 pg/mL final. Potency, µM (top dose mostly 46.1 µM), inactives show at the top dose activity, negative = inhibition, most hits filed as inhibitors. AID 588855, 2011. 1.2% of 410,000 active; also: % is scaled to controls: 0 for no effect and ±100 for the full control effect; nearly all actives have a fitted effect of over 65% in size
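HEPG2 CAGA-GFP cells (1000/well, DMEM with 1% FBS) were pre-incubated 2 h at 37 degrees C, given compound by pin tool, then stimulated with TGF-beta at 500 pg/mL final for 18 h before per-cell GFP fluorescence imaging.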
Nrf2 activator – qHTS of Nrf2 Activators; Potency, µM (series often up to 46.1 µM), for the others: at the top dose activation, actives largely listed as activators; AREc32 ARE-luciferase reporter (MCF7-derived line), luminescence, 24 h; 0.31% of 410,000 active; also: % of control where 0% means no effect; nearly all actives have a fitted effect of over 65% in size
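Luminescent ARE reporter assay in AREc32_Fluc cells: overnight plating at 37 deg C, 24 hr compound incubation, Steady-Glo added, 30 min RT before reading.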
EPAC2 antagonist – qHTS for Antagonist of cAMP-regulated guanine nucleotide exchange factor 2 (EPAC2): primary screen. EPAC2 GEF exchange of Rap1B-BODIPY-GDP, fluorescence. Potency, µM (top dose mostly 114 µM), without a hit: at the top dose activity, negative = inhibition, most hits filed as inhibitors. 0.18% of 360,000 active; also: % is scaled to controls: 0 for no effect and ±100 for the full control effect; nearly all actives have a fitted effect of over 45% in size; many of its hits are not listed in these tables
Target sequence (Q8WZA2 whole entry, looked up): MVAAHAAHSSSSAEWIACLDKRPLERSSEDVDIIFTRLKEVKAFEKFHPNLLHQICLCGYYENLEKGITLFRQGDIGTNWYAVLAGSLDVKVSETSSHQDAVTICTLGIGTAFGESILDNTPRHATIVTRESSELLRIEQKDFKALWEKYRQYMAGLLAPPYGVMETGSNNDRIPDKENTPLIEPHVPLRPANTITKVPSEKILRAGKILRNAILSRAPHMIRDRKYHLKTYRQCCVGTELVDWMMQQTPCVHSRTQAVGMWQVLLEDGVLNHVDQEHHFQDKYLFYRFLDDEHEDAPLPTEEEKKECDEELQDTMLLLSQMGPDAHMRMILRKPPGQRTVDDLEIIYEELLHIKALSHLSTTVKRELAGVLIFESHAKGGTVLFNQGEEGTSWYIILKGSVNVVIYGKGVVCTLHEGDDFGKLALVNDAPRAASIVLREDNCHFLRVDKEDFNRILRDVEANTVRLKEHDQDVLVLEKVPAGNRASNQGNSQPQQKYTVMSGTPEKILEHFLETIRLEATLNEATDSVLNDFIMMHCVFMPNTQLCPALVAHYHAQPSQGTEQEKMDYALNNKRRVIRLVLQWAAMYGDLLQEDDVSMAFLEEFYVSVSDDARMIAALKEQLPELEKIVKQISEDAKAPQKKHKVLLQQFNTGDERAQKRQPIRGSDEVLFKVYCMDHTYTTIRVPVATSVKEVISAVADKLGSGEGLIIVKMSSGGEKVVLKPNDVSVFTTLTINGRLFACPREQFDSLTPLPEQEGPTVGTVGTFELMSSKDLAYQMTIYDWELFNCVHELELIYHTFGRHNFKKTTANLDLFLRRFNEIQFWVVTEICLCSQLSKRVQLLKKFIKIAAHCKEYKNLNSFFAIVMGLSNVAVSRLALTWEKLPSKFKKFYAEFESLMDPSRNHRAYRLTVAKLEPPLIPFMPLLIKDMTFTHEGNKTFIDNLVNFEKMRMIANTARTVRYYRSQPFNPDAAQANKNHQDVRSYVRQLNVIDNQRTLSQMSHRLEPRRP
HepG2 tox – qHTS for Inhibitors of TGF-b: Cytotox Counterscreen. HepG2 CAGA-GFP viability, ATP luminescence, 18 h. Potency, µM (titrated, usually from 46.1 µM), for the others: at the top dose activity change, negative = cytotoxicity, usual class: cytotoxic. 0.76% of 410,000 active; also: some results filed as inactive show a strong effect at the top dose
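CellTiter-Glo luminescence gave cytotoxicity after 18 hours at 37 degrees C. The cells were HepG2 CAGA-GFP in 1% FBS DMEM, stimulated with 500 pg/mL TGF-beta after compound addition. %Activity was normalised to no-cell wells (complete cell-killing) and DMSO (no toxicity), and curves were fitted and classified.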
ATXN2 expr inh – Primary qHTS for Inhibitors of ATXN expression | HEK-293 ATXN2-luciferase reporter, luminescence, 24 h | Potency, µM (titrated, usually from 57 µM), for inactives: at the highest dose activity change, negative = inhibition, actives largely listed as inhibitors | 0.72% of 360,000 active; also: % is scaled to controls: 0 for no effect and ±100 for the full control effect; nearly all actives have a fitted effect of over 55% in size
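ATXN2-luciferase reporter cells (luciferase flanked by upstream and downstream ATXN2 gene portions) were treated 24 h at 37 °C with compounds at up to 57 uM. SteadyGlo luminescence gave expression; GF-AFC fluorescence gave viability.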
MCF10A rereplic – A quantitative high throughput screen for small molecules that induce DNA re-replication in MCF 10a normal breast cells; 2.9% of 350,000 active; Potency, µM (top dose mostly 46.1 µM), without a hit: top-dose activity, positive = re-replication, most hits filed as activators; MCF 10A DNA re-replication, Hoechst nuclear intensity, 48 h; also: % of control where 0% means no effect; nearly all actives have a fitted effect of over 50% in size
S2 tox – Viability Counterscreen for Primary qHTS for Inhibitors of ATXN expression; S2 cells (HEK-293 line with an ATXN2-luciferase reporter) viability, CellTiter-Fluor protease fluorescence, 24 h; Potency, µM (doses to about 56.7 µM), usual class: cytotoxic; 0.49% of 400,000 active; AID 651635, 2014; also: nearly all actives have a fitted effect of over 40% in size
Numbers without * were called inactive; i = inactive; ? = inconclusive; . = no result given; & = joins results of further samples; [ ] = remark or other dose. Calls follow the shape of the dose curve; as a rule, active = well fitted curve in the direction sought with a large enough effect; inconclusive = small, poorly fitted or top-dose-only effect, or another doubt; inactive = no such curve, though single readings can be large; an effect the other way counts as inactive or inconclusive. Potency is read from the fitted curve at half-maximal effect. A portion of the library; count on the stated rates, not on these rows.

SMILES	A549 viability	Nrf2 block	TGFb SMAD3 inh	Nrf2 activator	EPAC2 antagonist	HepG2 tox	ATXN2 expr inh	MCF10A rereplic	S2 tox
CN(C)CCCNC(=O)c1cc(C(=O)c2ccccc2F)c[nH]1	11%	9%	-12%	-1.3%	-2%	0%	.	-10%	i
C[C@@H]1CN([C@H](C)CO)C(=O)CCCn2nncc2CO[C@H]1CN(C)C	.	.	-13%	-0.5%	11%	-5%	5%	.	i
O=C1CS(=O)(=O)c2ccccc2N1	3%	0%	0%	-0.3%	5%	-4%	5%	-1%	i
O=C(/C=C/c1cn(-c2ccccc2)nc1-c1cccc(Cl)c1)N1CCN(c2ccccn2)CC1	-22%	?	11%	-0.1%	-3%	6%	-26%	21%	?
O=C(CSc1ccc2nnc(-c3ccccn3)n2n1)NCc1ccc2c(c1)OCO2	-14%	18%	3%	0.3%	-8%	5%	26%	3%	i
CC(=O)N1c2ccc(S(=O)(=O)N3CCCCCC3)cc2CC1C(=O)NCc1cccc(F)c1 (stereo not drawn)	-6%	.	?	-1.1%	.	4%	13%	.	i
O=C(NCc1cccc(Cl)c1)C1CCC(=O)N(CCCN2CCCC2=O)C1 (stereo not drawn)	5%	7%	-8%	0.1%	-1%	-20%	8%	2%	i
CC(C)CN(CC(C)C)c1nnc(NC(=O)Cn2c(=O)oc3ccccc32)s1	-6%	8%	-9%	0.2%	-2%	0%	9%	-2%	i
Cc1ccc2nc(Nc3ccc(Br)cc3)nc(-c3ccccc3)c2c1	9%	0%	4%	0.2%	.	6%	.	.	.
Cc1cc(N2CCOCC2)ccc1/C=C1\NC(=O)N(Cc2ccccc2F)C1=O	1%	-9%	6%	4.0%	-1%	7%	.	5.2µM*	i
Cn1c(=O)c2c(-c3ccccc3)n(-c3cc([N+](=O)[O-])ccc3O)cc2n(C)c1=O	.	.	1%	0.5%	5%	-26%	0%	.	?
CCN(C(=O)N1CCOCC1)c1ccccc1	2%	7%	3%	-0.5%	8%	-9%	21%	8%	i

Quoted at random: 4 entries already listed, in no set order.
SMILES	A549 viability	Nrf2 block	TGFb SMAD3 inh	Nrf2 activator	EPAC2 antagonist	HepG2 tox	ATXN2 expr inh	MCF10A rereplic	S2 tox
CN(C)CCCNC(=O)c1cc(C(=O)c2ccccc2F)c[nH]1	11%	9%	-12%	-1.3%	-2%	0%	.	-10%	i
Cc1ccc2nc(Nc3ccc(Br)cc3)nc(-c3ccccc3)c2c1	9%	0%	4%	0.2%	.	6%	.	.	.
O=C(NCc1cccc(Cl)c1)C1CCC(=O)N(CCCN2CCCC2=O)C1 (stereo not drawn)	5%	7%	-8%	0.1%	-1%	-20%	8%	2%	i
O=C(CSc1ccc2nnc(-c3ccccn3)n2n1)NCc1ccc2c(c1)OCO2	-14%	18%	3%	0.3%	-8%	5%	26%	3%	i

Further records follow:
SMILES	A549 viability	Nrf2 block	TGFb SMAD3 inh	Nrf2 activator	EPAC2 antagonist	HepG2 tox	ATXN2 expr inh	MCF10A rereplic	S2 tox
Cc1ccc(C)c(-c2ccc(=O)n(Cc3c(F)cccc3Cl)n2)c1	1%&-25%	?	?	-0.3%&0.5%	?	-31%&-25%	-1%	?	i
Clc1ccc(C=NN2CCCCCC2)cc1Cl	13%	?	-2%	3.3%	7%	3%	56%[activator]	2%	i
O=C(NCCCNC(=O)c1ccco1)c1ccc(Cl)c(Cl)c1	2%	-2%	-3%	3.0%	-4%	11%	-3%	-28%	i
CC(C)(C)NC(=O)C1c2ccccc2OCC(=O)N1Cc1ccccn1 (stereo not drawn)	.	.	.	0.2%	9%	.	3%	.	i
CC(=O)c1c(C)[nH]c(C(=O)OCC(=O)Nc2sc3c(c2C#N)CCC(C)C3)c1C (stereo not drawn)	3%	?	-23%	0.3%	-8%	-32%	-27%	?	i
O=C(NCc1cccnc1)C1COc2ccccc2O1 (stereo not drawn)	-1%	0%	10%	-0.5%	10%	4%	4%	1%	i
O=C(Cn1c(=O)n(-c2ccc(Cl)cc2)c(=O)c2oc3ccccc3c21)Nc1ccccc1	-1%	22%	-16%	5.5%	.	-14%	.	.	.
O=c1[nH]c2cc(Cl)c(Cl)cc2o1	0%	-8%	?	9.4%	2%	-2%	-5%	1%	i
CC(C)OC(=O)C(C(=O)C(F)(F)F)c1cc(NS(=O)(=O)c2ccc3c4c(cccc24)C(=O)N3)ccc1O (stereo not drawn)	-3%	9%	-17%	4.4%	.	-25%	-8%	.	?
CN(C)C(=O)C1Cc2ccccc2CN1S(=O)(=O)c1cccs1 (stereo not drawn)	-3%	?	-10%	0.0%	2%	2%	9%	10%	i
O=S(=O)(Cc1cc(Cl)nc(-c2ccccc2)n1)c1ccccc1	0%[1.84 µM]	?	?	4.5%	-6%	-18%	32µM*	21µM*	?
Cc1ccc(S(=O)(=O)NC(=O)C2(C)CCN2C(=O)C2(c3ccc(Cl)cc3)CCC2)nc1 (stereo not drawn)	.	.	24%	0.1%	-14%	-4%	-6%	.	i
Cc1ccc(OCCCC(=O)Nc2ccc(N3CCOCC3)cc2)cc1	-6%	14%	-2%	0.1%	12%	-10%	3%	-6%	i
CCN(CC)S(=O)(=O)c1ccc(Cl)c(NC(=O)COc2ccc(OC)cc2)c1	2%	0%	-21%	-0.7%	8%	9%	-19%	16%	i
COCCn1c(SCC(=O)NCC2CCCO2)nc2c(c1=O)SC(C)C2 (stereo not drawn)	1%	8%	8%	-0.8%	3%	0%	-10%	-5%	i
O=[N+]([O-])c1ccc(/C=N/NC(=S)Nc2ccc(Cl)cc2Cl)s1	-1%	-6%	?	-2.9%	0%	-59%	.	?	?
COc1ccc(S(=O)(=O)N2CCCC(C(=O)Nc3cccc(C(C)=O)c3)C2)cc1 (stereo not drawn)	3%	.	-13%	3.0%	-5%	7%	-8%	-2%	i
CC1CCN(C(=O)COC(=O)c2cccc(NS(=O)(=O)c3ccccc3)c2)CC1	1%	12%	-4%	3.0%	5%	11%	11%	-12%	i
O=C(N/N=C/c1ccccc1)c1ccc(-c2ccccc2)cc1	-9%	7%	-3%	0.0%	15%	3%	7%	-3%	i
Cc1nn(Cc2noc(C(=O)NCCc3ccccn3)n2)c(C)c1Br	-9%	-6%	12%	-0.2%	27%	5%	-1%	?	i
NC(=O)C1CCN(C(=O)c2cnn(-c3ccccc3)c2NC(=O)c2ccco2)CC1	2%	.	7%	0.2%	2%	-1%	-22%	0%	i
Clc1ccc(-c2cn3cc(Cc4ccccc4)sc3n2)cc1	-3%	?	21%	0.0%	.	-3%	14%	.	?
COC(=O)c1cn(Cc2ccccc2C)nn1	4%	23%	-29%	1.1%	6%	1.8µM*	3%	-3%	i
COc1ccccc1N(CC(=O)N1CCN(c2ccccc2)CC1)S(=O)(=O)c1ccc(C)cc1	-4%	-6%	10%	0.1%	12%	8%	4%	?	i
CC(=O)N(C)c1ccc(NC(=O)C(Sc2ccccc2)c2ccccc2)cc1 (stereo not drawn)	-13%	?	5%	3.4%	-1%	-3%	31%	-19%	i
Cc1ccc(-n2cc(C(=O)c3ccccc3O)cn2)cc1	1%	?	0%	25%	-3%	-4%	?	7%	i
CC(=O)c1c(O)cc(C)n(Nc2nc(C)cc(C)n2)c1=O	-8%	-27%	?	-0.7%	17%	-36%	-18%	?	i
CS(=O)(=O)c1ccc(-c2sc3cc4c(cc3c2C(=O)NN2CCOCC2)OCO4)cc1	1%	7%	3%	-0.5%	-4%	50%	5%	4%	i
Cc1ccc(S(=O)(=O)NCc2ccco2)c(C)c1C	3%	8%	-5%	5.3%	-7%	-1%	7%	3%	i
Cc1cc(C)c(N=Cc2c(O)n(-c3nccs3)c(=O)c3ccccc23)c(C)c1	-16%	?	1%	0.2%	-8%	-68%	-13%	8%	i
CNC(=O)c1ccc2c(c1)N=C(C)c1cc(C)ccc1S2	1%	?	?	0.3%	.	-13%	2%	.	i
Cc1cc(C(=O)Nc2ccccc2C(=O)O)c(C)o1	2%	11%	1%	0.5%	-4%	-37%	0%	0%	i
CCc1ccc(NC(=O)c2sc3nc(C)cc(C)c3c2NC(=O)c2ccccc2OC)cc1	-8%	-11%	1%	-1.3%	.	-61%	22%	.	i
O=C(C1CCCCC1)N1CCCC(c2nc(-c3ccc(F)cc3)no2)C1 (stereo not drawn)	?	?	9%	2.5%	-11%	-21%	-3%	26%	i
CN(CC(=O)NCc1ccc(F)cc1)S(=O)(=O)c1cccc2nsnc12	-1%	9%	-2%	0.3%	-2%	-2%	-2%	1%	?
Nc1nc(F)cc(NCc2ccccc2)n1	3%	-6%	0%	-0.4%	0%	-16%	.	0%	i
Brc1cccc(CNCc2cccs2)c1	10%	10%	-10%	-0.5%	-4%	3%	9%	1%	i
Cc1ccc(NC(=O)/C(C#N)=C/c2cc(C)n(-c3ccc(Br)cc3)c2C)cc1C	2%	5%	?	12%	.	-104%	?	.	.
COc1cc(OC)cc(-c2c(-c3ccc(F)cc3)c3cc(-c4cnc(OC)nc4)ccc3n2C)c1	-1%	?	-6%	-0.1%	-7%	-2%	8%	9%	i
COc1ccc(N2CCN(c3nc(-c4ccccc4F)nc4ccccc34)CC2)cc1	-4%	.	-10%	0.4%	.	-3%	?	.	?
COc1cc(CN2CCC(CO)(CCOc3ccccc3)CC2)cc(OC)c1	7%	11%	-5%	0.1%	7%	-7%	.	?	i
N#CC1(NC(=O)CSc2nnc(-c3ccccc3F)n2N)CCCCC1	-2%	3%	-4%	0.0%	2%	5%	2%	-8%	i
CC(/C=N/NC(=O)c1cccc(F)c1)=C\c1ccccc1	-17%	?	17%	-0.8%	-7%	-23%	0%	?	i
N#CCCN(Cc1ccccc1)C(C(=O)NC1CCCCC1)c1cc2ccccc2o1 (stereo not drawn)	.	.	13µM*	4.4%	5%	3%	-39%	.	.

Assay outcomes: PubChem BioAssay, National Center for Advancing Translational Sciences (NCATS)
